Bioassay records from PubChem BioAssay.
TRPML3 agonist: human mucolipin-3 channel agonism; Q8TDD5; HEK293 TRPML3-YFP, Fluo-8 calcium fluorescence; 100% = the carbachol control signal; activation, % at 3 µM; hit rate 0.29% among 220,000;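 active = activation above its plate's cutoff, the mean activation of the plate's test wells plus 3 SD, cut at about 12% in these data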;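 note: 0% = DMSO only wells and 100% = carbachol wells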
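Test system – HEK293 line with stable expression of human TRPML3-YFP channel · Control set – carbachol 87 µM final as high control (100%), DMSO as low control (0%) · Signal – Fluo-8 calcium dye fluorescence, ex 470-495, em 515-575 nm · Incubation – 1-h 37 °C dye load, 5-s basal, 120-s post-compound reads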
PPC-1+TRAIL kill: kills PPC-1 cancer cells in the presence of TRAIL; cell killing (% activity), % at 4 µM; hit rate 0.41% among 220,000; PPC-1 cells + TRAIL, ATPLite viability luminescence;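 active = cell killing above 50% in the first pass at 4 µM, then a duplicate retest at 5 µM averaging 50% or more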;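 note: plate controls were cells with TRAIL plus DMSO for no effect and medium-only wells lacking cells for full effect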
BaF3 tox: parental Ba/F3 viability inhibition as JAK2V617F counter-screen | CellTiter-Glo ATP luminescence | inhibition, % at 5.6 µM | hit rate 1.1% among 220,000 | AID 1486;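 active = inhibition above a per-campaign cutoff, the mean inhibition of all tested compounds plus 3 SD, cut at about 27% in these data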;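 note: 0% = DMSO wells and 100% = JAK Inhibitor I control wells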
RBBP9 inhibitor: blocks human serine hydrolase RBBP9. O75884. recombinant RBBP9, FP-Rh probe fluorescence polarization. inhibition, % at 7.94 µM. hit rate 0.2% among 220,000;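 active = inhibition above the campaign mean of all tested compounds plus 3 SD, cut at about 14% in these data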;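 note: plate controls were DMSO wells with RBBP9 for no effect and wells lacking RBBP9 protein for full effect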
Target sequence (O75884 whole entry, looked up): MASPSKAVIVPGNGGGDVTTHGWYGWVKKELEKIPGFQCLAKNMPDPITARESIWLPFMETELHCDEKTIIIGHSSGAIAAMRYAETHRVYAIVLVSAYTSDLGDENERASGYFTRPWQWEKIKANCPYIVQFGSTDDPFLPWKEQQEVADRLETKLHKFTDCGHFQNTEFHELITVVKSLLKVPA
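Assay system: recombinant human RBBP9; Reagent: Serine-hydrolase probe FP-Rh, 375 nM pre-mixing; Doses: 7.94 µM single dose, 0.794% DMSO; Incubation: 30 min then 45 min, 25 °C; Detection: fluorescence polarization (mP), excitation 525 nm, emission 598 nm; Evaluation: percent inhibition from mP, scaled between DMSO and no-protein wells.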
TNF death inh: inhibitors of TNF-alpha induced necroptosis in Jurkat FADD-/- cells. Jurkat FADD-/- TNF necroptosis rescue, ATP luminescence, 24 h; 0 = TNF only, 100 = no-TNF cells. activation (protection from cell death), % at 10 µM. hit rate 0.068% among 220,000. AID 463075;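 active = activation, meaning protection from cell death, of at least 50% relative to plate controls; inactive = activation below 50%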;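 note: necroptosis triggered by 40 ng/mL TNF-alpha added together with compound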
Wee1 stabilizer: blocks degradation of human Wee1 kinase; P30291; reporter increase, % at 5 µM; hit rate 1.2% among 220,000; HeLa Luc-Wee1K328M stability, luciferase luminescence; 100% = proteasome inhibitor MG132 effect;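 active = activation above the mean of all tested compounds plus 3 SD, set per screening run, cut at about 8.8% in these data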;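 note: cells exposed to compound for 20 h before luminescence read; 0% = DMSO alone and 100% = MG132 at 30 µM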
Target sequence (P30291 whole entry K328M): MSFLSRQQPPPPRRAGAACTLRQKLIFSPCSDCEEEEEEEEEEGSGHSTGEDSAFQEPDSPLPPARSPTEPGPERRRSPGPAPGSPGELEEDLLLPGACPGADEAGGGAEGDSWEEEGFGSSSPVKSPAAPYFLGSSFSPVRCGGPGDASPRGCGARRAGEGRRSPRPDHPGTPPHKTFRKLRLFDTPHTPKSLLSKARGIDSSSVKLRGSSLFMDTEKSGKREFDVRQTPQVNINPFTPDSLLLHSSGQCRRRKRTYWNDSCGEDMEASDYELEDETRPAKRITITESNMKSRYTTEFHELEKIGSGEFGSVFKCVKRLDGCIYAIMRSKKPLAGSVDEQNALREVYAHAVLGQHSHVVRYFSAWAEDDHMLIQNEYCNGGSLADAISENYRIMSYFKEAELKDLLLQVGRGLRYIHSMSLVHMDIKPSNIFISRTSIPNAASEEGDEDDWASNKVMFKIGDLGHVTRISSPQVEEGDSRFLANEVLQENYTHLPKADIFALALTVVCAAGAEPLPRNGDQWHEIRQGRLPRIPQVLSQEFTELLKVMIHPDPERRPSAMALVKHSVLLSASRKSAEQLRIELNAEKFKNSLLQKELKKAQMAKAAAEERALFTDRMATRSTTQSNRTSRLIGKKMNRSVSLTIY
Ba/F3 V617F tox: reduce viability of Ba/F3 cells dependent on JAK2V617F; Ba/F3 EpoR-JAK2V617F viability, ATP luminescence; inhibition, % at 5.6 µM; hit rate 1.1% among 220,000; AID 1446;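 active = inhibition above the campaign mean plus 3 SD over all tested compounds, cut at about 24% in these data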;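 note: cytokine-independent growth of Ba/F3 cells driven by EpoR plus mutant JAK2; 0% = DMSO-treated cells and 100% = JAK inhibitor I control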
TRPN1 ag: agonists of zebrafish TRPN1 channel; hit rate 0.18% among 220,000; activation, % at 3 µM; HEK293 zebrafish TRPN1-YFP, Fluo-8 calcium fluorescence; 100% = response to 87 µM carbachol;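 active = activation above its plate's cutoff, the mean activation of test wells on that plate plus 3 SD, cut at about 19% in these data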;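 note: 0% = DMSO alone and 100% = 87 µM carbachol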
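System: zebrafish TRPN1-YFP in HEK293 cells / Dosing: 3 µM single point / Timing: dye loading 1 h at 37 °C, then 30 min room temperature / Signal: Fluo-8 calcium fluorescence, excitation 470-495 nm, emission 515-575 nm / Read-out basis: percent activation from peak over basal fluorescence ratio, control-normalized / Control set: high carbachol 87 µM, low DMSO alone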
CHOP inhibitor: inhibitors of CHOP induction in ER stress response; CHO-K1 CHOP-promoter luciferase, tunicamycin-induced, 15-18 h; inhibition, % at 10 µM; hit rate 3.8% among 220,000; AID 2732;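 active = compounds that reduced the stress-induced luciferase reporter signal by more than about 70% of percent inhibition, limit read from the data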;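 note: 0% = tunicamycin plus vehicle and 100% = wells without tunicamycin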
* = called active by the depositor; [ ] = dose if it differs, or a comment.

SMILES | TRPML3 agonist | PPC-1+TRAIL kill | BaF3 tox | RBBP9 inhibitor | TNF death inh | Wee1 stabilizer | Ba/F3 V617F tox | TRPN1 ag | CHOP inhibitor
O=C(Cn1ccc([N+](=O)[O-])n1)NCc1cccnc1 | -0.2 | 9 | 14 | -13 | -0.5 | -2 | 4 | -0.2 | 1
O=C(Oc1coc(CSc2ncccn2)cc1=O)c1ccccc1[N+](=O)[O-] | 0.9 | 36 | 4 | -6 | 0.5 | 0 | -1 | 2.8 | 14
Cc1cc(=S)[nH]c(=S)[nH]1 | 0.1 | 3 | 1 | -2 | 1.3 | -1 | -7 | -1.7 | -10
CC(=O)Nc1ccc(/C=N/Nc2nc3ccccc3s2)cc1 | 1.5 | 21 | 1 | 4 | 63* | 13* | -6 | 5.9 | 5
Cc1ccc(-n2c(-c3ccco3)nc3c(cnn3-c3ccccc3C)c2=O)cc1 | 0.3 | 3 | 5 | 6 | 0.6 | -2 | -3 | -0.9 | 58
Cc1nc(-c2ccc(C(=O)NCCO)cc2)cs1 | 0.6 | 11 | 4 | -6 | -1.0 | 1 | -2 | -0.9 | -9
O=C(Oc1ccccc1/C=C\C(=O)c1cc2ccccc2o1)c1ccccc1 | 0.3 | 28 | 14 | -3 | -1.7 | 2 | 4 | 1.5 | -37
COc1ccccc1NC(=O)c1ccccc1NS(=O)(=O)N1CCCC1 | -0.5 | 2 | 0 | -10 | 1.1 | -1 | -3 | -1.3 | 31
CS(=O)(=O)c1ccc2nc(NC(=O)CC3CCCC3)sc2c1 | 0.5 | 10 | 11 | -6 | 4.4 | 0 | -2 | -0.5 | -24
Cc1cccc(-n2c(-c3ccoc3C)n[nH]c2=S)c1 | 0.1 | 14 | 2 | -3 | 0.8 | -1 | -2 | 0.1 | 20
COc1cc(NC(=O)C2=C(N3CCOCC3)/C(=C\c3ccc(N(C)C)cc3)CCC2)cc(OC)c1OC | 0.7 | 12 | 5 | 3 | -4.5 | -3 | 2 | -0.3 | 4
COc1cc2ccccc2cc1C(=O)Nc1cccnc1 | 0.7 | 8[5 µM] | 3 | -2 | -5.0 | -1 | -1 | 0.5 | -12
O=C(Cn1ccsc1=NC(=O)c1ccco1)c1ccccc1 | 0.3 | 3 | 0 | -4 | -2.8 | -1 | -4 | 0.2 | 1
COc1ccc2oc3ccccc3c(=O)c2c1 | 0.0 | -6 | -2 | 6 | -2.5 | 2 | -4 | 0.0 | -26
N#Cc1cc(Oc2cccc3cccnc23)c(-n2nnc3ccccc32)cc1C#N | 0.1 | 5 | 4 | 9 | -8.5 | 1 | 4 | 1.1 | -3
O=Cc1nc(-c2ccc(Cl)cc2)n2ccccc12 | -0.2 | 15 | 9 | 2 | -3.4 | -1 | 6 | -0.2 | 23
Cc1ccsc1/C=N/Nc1ncnc2nc[nH]c12 | 0.2 | 28 | 10 | -4 | -6.8 | 8 | 1 | -0.5 | 6
S=C(Nc1ccccn1)NC1CCCC1 | 0.8 | 21 | 2 | -5 | -1.5 | 5 | -1 | -1.2 | 8
Cc1nc(-c2ccc(O)c(O)c2)cs1 | 0.9 | -3 | 6 | 7 | -4.2 | 0 | 9 | -0.6 | -42
Cc1[nH]nc(SCC(=O)N2CCOCC2)c1[N+](=O)[O-] | 0.4 | 34 | 9 | 2 | 2.0 | -2 | 1 | 1.7 | 10
COc1ccc(C(=O)C2CCN(C(=O)c3ccc(C)cc3)CC2)cc1 | 1.8 | 18 | 4 | 0 | -3.5 | 0 | 2 | 5.8 | 45
COc1ccc(N2CC(C(=O)Nc3ccc(S(=O)(=O)N4CCOCC4)cc3)CC2=O)cc1 (configuration not stated) | 0.6 | 2 | 0 | -7 | 1.7 | -2 | -4 | 0.2 | 10
Cc1cc(C)cc(N(CC(=O)NCc2cccnc2)S(C)(=O)=O)c1 | 0.6 | 6 | 0 | 0 | 1.1 | 0 | -3 | 1.1 | -10
CCN(CC)CCNC(=O)C(=O)NCC1OCCN1S(=O)(=O)c1ccc2c(c1)OCCO2 (configuration not stated) | 0.6 | -3 | 1 | 1 | 1.8 | 3 | -5 | -1.0 | -9
Cc1cc(C(=O)CSc2nnc(-c3ccccc3)o2)c(C)n1CC1COc2ccccc2O1 (configuration not stated) | -0.3 | 16 | 1 | 1 | -1.7 | -2 | 0 | 0.1 | -9
NS(=O)(=O)c1ccc(NS(=O)(=O)c2cccs2)cc1 | 0.3 | 23 | 5 | -3 | -0.5 | -2 | -3 | 0.1 | -12
CN1CCC(=NNC(=O)CN(c2cccc(Br)c2)S(C)(=O)=O)CC1 | 1.1 | 13 | 1 | -10 | 0.1 | -3 | 2 | 2.2 | 20
O=S(=O)(c1cccc(-c2nnc(SCc3nc4ccccc4s3)o2)c1)N1CCOCC1 | 0.3 | 22 | 12 | -15 | -4.0 | -1 | 3 | 2.2 | 15
CCOc1ccc(Cc2nc(C)c(CC(=O)N3CCOCC3)c(=O)[nH]2)cc1 | -0.8 | 8 | 5 | -7 | 2.7 | 0 | 0 | 0.8 | -7
Cn1c(-c2ccc(F)cc2)cnc1NCc1cccc(F)c1 | -0.8 | 6 | -2 | -11 | -3.6 | -3 | -2 | -0.9 | -10
CC1(C)CC(=O)C=C(Nc2ccccc2O)C1 | 0.5 | -3 | 1 | -2 | 1.8 | -1 | -1 | 0.5 | 43
COc1ccc2[nH]c(=O)c(CN(CCO)C(=O)NCc3ccccc3)cc2c1 | 0.3 | 6 | 1 | -1 | 0.3 | 4 | -4 | 0.2 | 9
O=c1cc(Cn2nnc(-c3ccc(Cl)cc3)n2)nc2sccn12 | 3.0 | -2 | 7 | -5 | -3.8 | 0 | 0 | 4.0 | 14
O=C(CSc1nnc(-c2cccc(S(=O)(=O)N3CCCC3)c2)n1-c1ccccc1)Nc1ccc(C(=O)O)cc1 | 0.0 | 12 | 5 | 4 | 0.6 | 0 | 0 | -0.8 | 13
O=C(CSc1nc2ccccc2o1)N/N=C/c1ccccc1 | 0.5 | 9 | 4 | 8 | 1.9 | 2 | -1 | -0.2 | 28
Cc1ccc(/C=N/N2CCN(c3ccncc3S(=O)(=O)N3CCCCC3)CC2)cc1 | -0.2 | 4 | 3 | -1 | 1.8 | 3 | 0 | -0.3 | 62
CCCNC(=S)N1CCC(C(=O)c2ccc(OC)cc2)CC1 | 1.6 | 4 | 8 | -9 | 2.3 | 0 | -1 | 5.7 | 3
O=[N+]([O-])c1cc(CSC2=NCCN2)ccc1O | 0.5 | 15 | 1 | -8 | -0.5 | 5 | 0 | -0.5 | 3
C=CCN1C(=O)C(C(C)CC)NC1=S (configuration not stated) | 0.9 | -22 | 4 | -7 | 0.1 | 1 | -3 | 2.9 | 15
O=C(NC1CCCCC1)C(c1ccc(F)cc1)N(Cc1ccco1)C(=O)CN1C(=O)c2ccccc2S1(=O)=O (configuration not stated) | 0.0 | 12 | 1 | -4 | 0.4 | 9.9* | -2 | 0.0 | 39
O=C(Nc1ccccc1-c1nc2ccccc2s1)C1=COCCO1 | 0.4 | 7 | 7 | -9 | 1.5 | -1 | -2 | -1.3 | 29
CCOC(=O)c1cnc(SC)nc1Nc1cccc2ccccc12 | 0.7 | 1 | 2 | 1 | 0.0 | 1 | -1 | 0.1 | -3
COc1ccc(-c2cc(C(F)(F)F)n3nc(N)nc3n2)cc1 | 0.1 | 4 | 6 | 4 | -4.7 | -1 | -1 | -1.3 | 24
Cc1c(NC(=O)/C=C/c2cn(-c3ccccc3)nc2-c2ccccc2)c(=O)n(-c2ccccc2)n1C | -0.3 | 32 | 6 | -4 | -14 | 5 | -2 | -1.6 | 12
O=C(O)CS(=O)CC(=O)NCc1cccc(C(F)(F)F)c1 (configuration not stated) | 1.0 | 37 | 1 | 1 | 0.6 | 0 | -4 | 3.0 | -6
CCOC(=O)Cn1c(-c2ccccc2)nc2ccccc2c1=O | 0.3 | 8 | 8 | -8 | -0.6 | 1 | 3 | -1.0 | 37
O=C(NNC(=O)c1nn(-c2ccc(F)cc2)ccc1=O)c1ccc(Cl)cc1 | -0.2 | 4 | -2 | 1 | 1.3 | -2 | -1 | -2.2 | 9
COc1ccc(CNc2ccc3c(c2)nc(C)n3C)cc1 | 0.7 | 8 | 5 | -1 | 0.5 | 3 | 2 | -0.1 | -11
COC(=O)c1ccc(=O)n(CC(=O)c2ccc(Cl)cc2)c1 | 0.8 | 27 | 1 | 4 | 0.2 | 2 | -3 | -1.7 | 2
O=C(Cn1ccc([N+](=O)[O-])n1)N1CCCCCC1 | 1.1 | -3 | 6 | 16* | 0.6 | -3 | 3 | 0.7 | 0
CC1Cc2ccccc2N1C(=O)Cn1nnc(-c2ccccc2NC(=O)C2CCC2)n1 (configuration not stated) | 0.5 | 17 | 0 | -2 | 0.8 | -3 | -1 | -0.2 | 6
CCN(CC(=O)Nc1sc2c(c1C#N)CCCC2)Cc1nc2ccccc2c(=O)[nH]1 | 0.7 | -22 | 9 | -3 | 1.4 | 7 | 3 | 0.0 | 29
CC[C@H](C)[C@@H](C(=O)N1CCNCC1)n1cc([C@@H](N)CO)nn1 | 0.7 | 13 | -1 | 4 | 0.8 | 0 | -5 | 1.4 | 26
Cc1ccccc1-n1c(=O)cc(N2CC(C)OC(C)C2)[nH]c1=O (configuration not stated) | 1.1 | 14 | 2 | -5 | -0.1 | 0 | -1 | -0.6 | -7
COc1cc(/C=N/Nc2ccccn2)ccc1OCC(C)C | -0.4 | 33 | 4 | 4 | 5.4 | -2 | -1 | -2.1 | -30
Cc1cccnc1NC(=O)C12CCC(C)(C(=O)O1)C2(C)C (configuration not stated) | 0.9 | 15 | 3 | -7 | -0.3 | 0 | -3 | 0.2 | 10
C=C(C)Cn1c(=O)c(NC(=O)c2ccccc2)c2n(c1=S)CCC2 | -0.1 | 8 | 3 | -4 | 0.5 | 3 | -2 | -0.4 | 5
O=C(c1ccc(Cl)cc1)c1ccccc1C(=O)N1CCOCC1 | 0.3 | 5 | 1 | 0 | -2.9 | 0 | 1 | 0.1 | -10
COc1ccc(-n2cnnc2SCC(=O)Nc2nc(C)c(Cl)cc2Cl)cc1 | 0.9 | 5 | 6 | -8 | 1.5 | 0 | -1 | -0.9 | 3

At a glance, some entries already given.
SMILES | TRPML3 agonist | PPC-1+TRAIL kill | BaF3 tox | RBBP9 inhibitor | TNF death inh | Wee1 stabilizer | Ba/F3 V617F tox | TRPN1 ag | CHOP inhibitor
COc1cc(/C=N/Nc2ccccn2)ccc1OCC(C)C | -0.4 | 33 | 4 | 4 | 5.4 | -2 | -1 | -2.1 | -30
Cc1cccnc1NC(=O)C12CCC(C)(C(=O)O1)C2(C)C (configuration not stated) | 0.9 | 15 | 3 | -7 | -0.3 | 0 | -3 | 0.2 | 10
